TAG inh: triacylglycerol accumulation inhibition; inhibition, % at 12.5 µM; hit rate 0.66% among 230,000; AID 651582; H9c2 cells, Nile Red lipid (TAG) fluorescence; cells loaded with 200 µM oleic acid;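 active means pattern-corrected inhibition of lipid staining of at least 50% with the nuclear-stain viability signal not falling by more than 50%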;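 further: 0% = DMSO wells and 100% = triacsin C control wells; some results filed as inactive read as strong as hits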
TAG inh DAPI viability: also measured in TAG inh; calls as there; DAPI nuclei signal change (viability), lower = more cytotoxic, %;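 whole-well DAPI fluorescence read on a plate reader as a viability signal; minus 50 percent equals half of cells still viable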
Active calls of the source: *; & = joins results of further samples. Some of the compounds tested (hit frequency here may not be typical).

SMILES	TAG inh	TAG inh DAPI viability
O=C(c1csc2ccccc12)N1CCN(c2ccc(Cl)c(Cl)c2)CC1	-4	0
CCc1cccc2sc(N(CCCN3CCOCC3)C(=O)CS(=O)(=O)c3ccccc3)nc12	-3	5
COc1ccc(-c2nnc3sc(-c4ccco4)nn23)cc1OC	-17	7
O=C(NC1CCCCCC1)C1CCCN(S(=O)(=O)c2cccs2)C1 (stereo not drawn)	0	-18
Cc1ccc(S(=O)(=O)NCc2ccccc2)cc1C(=O)N(C)Cc1ccccc1F	-6	-2
COc1ccc(-c2csc(NC(=O)C3CSC4(C)CCC(=O)N34)n2)c(OC)c1 (stereo not drawn)	16	-3
Oc1cccc(-c2csc(C(O)(c3ccccc3)C(F)(F)F)n2)c1 (stereo not drawn)	-5	11
CC(C)CN1CCN(C(=O)COC(=O)c2ccc(S(C)(=O)=O)c([N+](=O)[O-])c2)CC1	65*	-26*
C/C=C(\C)CN1CCCC(CO)(Cc2ccccc2)C1 (stereo not drawn)	-9	7
Cc1ccc(S(=O)(=O)N2CCOC2CNC(=O)C(=O)NCCN(C)C)cc1 (stereo not drawn)	2	0

Brought forward from above: 4 compounds, then new ones.
SMILES	TAG inh	TAG inh DAPI viability
Oc1cccc(-c2csc(C(O)(c3ccccc3)C(F)(F)F)n2)c1 (stereo not drawn)	-5	11
CC(C)CN1CCN(C(=O)COC(=O)c2ccc(S(C)(=O)=O)c([N+](=O)[O-])c2)CC1	65*	-26*
C/C=C(\C)CN1CCCC(CO)(Cc2ccccc2)C1 (stereo not drawn)	-9	7
Cc1ccc(S(=O)(=O)N2CCOC2CNC(=O)C(=O)NCCN(C)C)cc1 (stereo not drawn)	2	0
Cc1ccsc1/C=N/NC(=O)c1cccnc1	5	-3
Cc1cc(N2CCCC2=O)ccc1S(=O)(=O)N1CCOCC1	-7	-8
Cc1nn(CC(=O)Nc2ccc(Cl)cn2)c(C)c1[N+](=O)[O-]	18	-15
O=C(c1cc2ccccc2oc1=O)N1CCCN(C(=O)c2cc3ccccc3oc2=O)CC1	-5	10
COc1ccc(CCn2c(N3CCN(Cc4ccccc4)CC3)nc3c2c(=O)[nH]c(=O)n3C)cc1	-9	5
CN(Cc1ccccc1)C(=O)c1ccc(NC(=O)Cc2ccc(NC(=O)C3CCCN(S(=O)(=O)c4cccc([N+](=O)[O-])c4)C3)cc2)cc1 (stereo not drawn)	9	-4
Cc1cc(N)n2ncc(-c3ccccc3)c2n1	1	4
CCN(CC(=O)Nc1cc(Cl)ccc1C)C(=O)COc1cccc2c1OC(C)(C)C2	16	5
CN1[C@@H]2CC(OC(=O)[C@H](CO)c3ccccc3)C[C@H]1[C@@H]1O[C@@H]12 (stereo partly drawn)	-8&-8&5&9	-10&0&4&-7
Cc1ccc(NC(=S)N(CCN2CCOCC2)Cc2cc3cc4c(cc3[nH]c2=O)OCO4)cc1	4	-2

Two compounds drawn at random from those above:
SMILES	TAG inh	TAG inh DAPI viability
Cc1cc(N)n2ncc(-c3ccccc3)c2n1	1	4
Cc1ccsc1/C=N/NC(=O)c1cccnc1	5	-3

Ordered by SMILES length (falling): some entries from above.
SMILES	TAG inh	TAG inh DAPI viability
CN(Cc1ccccc1)C(=O)c1ccc(NC(=O)Cc2ccc(NC(=O)C3CCCN(S(=O)(=O)c4cccc([N+](=O)[O-])c4)C3)cc2)cc1 (stereo not drawn)	9	-4
CN1[C@@H]2CC(OC(=O)[C@H](CO)c3ccccc3)C[C@H]1[C@@H]1O[C@@H]12 (stereo partly drawn)	-8&-8&5&9	-10&0&4&-7
Cc1ccc(NC(=S)N(CCN2CCOCC2)Cc2cc3cc4c(cc3[nH]c2=O)OCO4)cc1	4	-2
Cc1nn(CC(=O)Nc2ccc(Cl)cn2)c(C)c1[N+](=O)[O-]	18	-15
Cc1cc(N2CCCC2=O)ccc1S(=O)(=O)N1CCOCC1	-7	-8
Cc1cc(N)n2ncc(-c3ccccc3)c2n1	1	4
Cc1ccsc1/C=N/NC(=O)c1cccnc1	5	-3

Profiles from above. Screens in order: TAG inh | TAG inh DAPI viability
Listed for Cc1ccsc1/C=N/NC(=O)c1cccnc1 → 5 | -3
Listed for Cc1cc(N)n2ncc(-c3ccccc3)c2n1 → 1 | 4
Listed for COc1ccc(CCn2c(N3CCN(Cc4ccccc4)CC3)nc3c2c(=O)[nH]c(=O)n3C)cc1 → -9 | 5
Listed for Cc1nn(CC(=O)Nc2ccc(Cl)cn2)c(C)c1[N+](=O)[O-] → 18 | -15
Listed for Cc1cc(N2CCCC2=O)ccc1S(=O)(=O)N1CCOCC1 → -7 | -8

Later entries.
SMILES	TAG inh	TAG inh DAPI viability
CS(=O)(=O)c1ccc(Cl)c(NC(=O)COC(=O)Cc2c[nH]c3ccccc23)c1	-2	0
O=C(Nc1ccc(Cl)cc1)N1CCSCC1	-5	8
O=C(CSc1nnc2ccc(-c3ccccn3)nn12)Nc1ccccc1	6	-1
O=C(NCc1ccccn1)c1ccc(CNS(=O)(=O)c2cccc(C(F)(F)F)c2)cc1	9	-7
Cc1csc(SCC(=O)NCc2ccccc2Cl)n1	-4	6
Cc1c(C)n2c(SCC(=O)N3CCCCC3)nnc2[nH]c1=O	6	2
C[C@H](NC(=O)c1nc[nH]c1C(=O)N[C@@H](C)C(=O)OC(C)(C)C)C(=O)OCc1ccccc1	10	-8
COc1cc(NC(=O)c2cccnc2)c(Cl)cc1NC(=O)c1ccc(Cl)cc1	5	-4
O=C1/C(=C\c2ccco2)SC(=S)N1Cc1ccccc1	-9	-6
CC(C)OC(=O)c1cc(C(=O)c2cc(Br)ccc2O)coc1=N	-26	8
CCCCn1c(N)c(N(CCOC)C(=O)c2c(C)noc2C)c(=O)[nH]c1=O	6	-10
Cc1ccccc1NC(=O)NNC(=O)COc1ccc2ccccc2c1	12	6
CCCOc1cc(C)c(S(=O)(=O)NCc2cccs2)cc1C	-14	7
CCOC(=O)N1CCC(NC(=O)c2cc(C(=O)Nc3ccc(S(=O)(=O)N4CCCCC4)cc3)ccc2CO)CC1	9	-4
COc1ccc(OC)c(C=NN=Cc2cc(OC)ccc2OC)c1	-1	0
O=C1/C(=C/c2cccs2)SC(=S)N1c1cccc(O)c1	9	0
Cc1ccccc1C(=O)NNC(=O)CCCCC(=O)NNC(=O)c1ccccc1C	-9	3
Cc1ccc(Nc2nnc(SC3CCOC3=O)s2)cc1 (stereo not drawn)	5	-14
Cc1cc(=O)oc2cc(OCCCC[n+]3ccccc3)ccc12	-1	5
CCOC(=O)NNC(=O)CCn1c2c(c3ccccc31)CCCC2	15	-11
CCOC(=O)C1CCN(C(=O)c2ccc(OC3CCN(C(=O)CCOC)CC3)cc2)CC1	9	3
CCOC(=O)COc1ccc2cc(C(=O)OCC)c(=O)oc2c1	-4	3
Cc1ccc(C(=O)CSc2ncn[nH]2)cc1	12	-7
CCOc1ccc(CCNC(=O)COC(=O)c2cc(=O)[nH]c3ccccc23)cc1OCC	17	-8
COc1ccc(COC(=O)c2ccc(S(=O)(=O)N3CCC(C)CC3)cc2)cc1	-13	10
Cc1ccc(NS(=O)(=O)c2ccc(Br)s2)cc1S(=O)(=O)N1CCOCC1	13	-5
Cc1cc(C)n2cc(CSc3nnc(-c4ccccc4)c(-c4ccccc4)n3)nc2n1	11	-3
O=C(COC(=O)CNC(=O)c1ccco1)Nc1ccccc1OC(F)F	-12	9
CCOc1ccccc1OCCC(=O)N1CCN(S(=O)(=O)c2ccccc2[N+](=O)[O-])CC1	15	-1
OC(c1ccc(F)c(F)c1)c1ncc(-c2cccc(C(F)(F)F)c2)[nH]1 (stereo not drawn)	-47	9
O=C(CN1C(=O)C2C3C=CC(C3)C2C1=O)Nc1ccc2c(c1)OCCO2 (stereo not drawn)	-12	2
CCOC(=O)c1ccc(OC)c(OC)c1Cl	-13	-7
O=C(Nc1cc(S(=O)(=O)N2CCCC2)ccc1Cl)C1=COCCO1	-17	6
COc1cccc2c(=O)n(CC(=O)N3CCc4ccccc43)ccc12	11	-1
COc1cc(NC(=O)c2ccccc2Cl)c(OC)cc1NC(=O)CN1CCOCC1	-35	4
COc1ccc2c(c1)c(=O)oc1cc(OCC(=O)N3CCCC(C)C3)ccc12 (stereo not drawn)	9	14
N#Cc1ccccc1OCC(=O)OCC(=O)c1c[nH]c2ccccc12	-51	-3
S=c1[nH]nc(-c2ccc(Cl)cc2)n1-c1cccnc1	4	2
COc1ccc(NC(=O)CC(CC(=O)O)c2cc(OC)c(OC)c(OC)c2)cc1 (stereo not drawn)	8	-3
Nc1cccnc1Sc1cc(Cl)c(Cl)cc1Cl	-31	13
CCOc1ccc(OCCOc2ncnc3ccccc23)cc1	-9	-3
N#Cc1ccc(NC(=S)NC(=O)C2CC2)cc1	7	-9
COc1ccccc1-n1c(SC(C)C(=O)NCC2CCCO2)nc2cc(Cl)ccc2c1=O (stereo not drawn)	-4	-10
COc1ccc(/C=C(/NC(=O)c2cccs2)C(=O)NC(C)(C)C)cc1OC	-9	5
CCOC(=O)C(=O)Nc1ccccc1C(=O)OCC	1	4
COCCOC(=O)c1cc(C(=O)c2cc(Cl)ccc2O)coc1=N	-1	0
CC1=C(C(=O)NCc2ccccc2)C(c2ccc(C)o2)n2ncnc2N1 (stereo not drawn)	4	8
CCc1cccc(C)c1NC(=O)CCCN1C(=O)NC(C)(C)C1=O	-1	-8
COc1cccc(-c2noc(CCC(=O)NCC3CCCO3)n2)c1 (stereo not drawn)	-6	8
O=C(COC(=O)c1ccccc1Br)Nc1cc(S(=O)(=O)N2CCOCC2)ccc1N1CCCC1	0	-7

The list goes on:
SMILES	TAG inh	TAG inh DAPI viability
COc1ccc(Nc2ncnc3c2cnn3-c2cccc(C)c2)cc1OC	-1	8
O=C(COC(=O)c1ccc[n+]([O-])c1)Nc1ccccc1OC(F)F	-11	4
CC1(C(=O)NS(=O)(=O)c2cccs2)CCN1C(=O)Cc1ccc(Cl)cc1Cl (stereo not drawn)	4	1
CCC1(C)Cc2c(sc3nc(NN)n(C)c(=O)c23)CO1 (stereo not drawn)	4	-8
CC1CN(C(=O)c2scc3c2OCCO3)CC(C)O1 (stereo not drawn)	-7	-3
CC(=O)N1c2ccc(S(=O)(=O)N3CCCC(C(=O)Nc4cc(C)cc(C)c4)C3)cc2CC1C (stereo not drawn)	1	3
COc1ccc(CNC(=O)c2ccc(CS(=O)(=O)c3ccc(OC)cc3)o2)cc1	-27	2
CCN1CC2=C(OC(N)=C(C#N)C2c2cccs2)/C(=C/c2cccs2)C1 (stereo not drawn)	17	-7
CCOC(=O)C1=C(CCc2ccccc2)NC(=O)NC1c1cccc([N+](=O)[O-])c1 (stereo not drawn)	12	-77
C=CCn1c(SCc2nc3ccccc3c(=O)[nH]2)nc2scc(C3CC3)c2c1=O	-16	-16
COc1cccc2c(=O)c3c(cnn3C)n(C)c12	-7	15
CC(C)COc1ccc(C(=O)NNC(=O)c2ccc(=O)[nH]c2)cc1	-1	3
O=c1[nH]c2ccccc2nc1N1CCOCC1	1	1
O=C(Nc1ccc(N2CCOCC2)cc1)c1ccc(Cl)c(S(=O)(=O)N2CCCC2)c1	-29	0
O=C(C/C=N\OCc1ccc(Cl)cc1Cl)Nc1ccccc1	20	-16
Cc1cccc(C)c1OCC(=O)NNC(=O)CCNC(=O)c1ccc(Br)cc1	-9	2
O=C(O)C1OC(C(=O)O)C(C(=O)O)C1C(=O)O (stereo not drawn)	0	6
COc1ccc(C=NNc2nc3ccccc3s2)cc1	2	8
CCN1CCN(S(=O)(=O)c2ccc(C(=O)Nc3sc4c(c3C(N)=O)CCN(CC)C4)cc2)CC1	6	-2
Cc1ccc(NC(=O)C2(C)CCN2C(=O)Cc2ccc(-c3ccccc3)cc2)cc1 (stereo not drawn)	-21	7
O=C(NCC1CCOCC1)c1ccc(-c2ccc(F)c(F)c2)c2ccoc12	-39	11
CC(=O)Nc1ccc(NC(=O)COC(=O)C2CCC(C(C)(C)C)CC2)cc1 (stereo not drawn)	5	-8
C[C@H](CO)N1C[C@H](C)[C@@H](CN(C)C(=O)Nc2ccc3c(c2)OCO3)Oc2ccc(NC(=O)CCC(F)(F)F)cc2C1=O	-8	1
O=C(NC(Cc1c[nH]c2ccccc12)C(=O)O)/C(=C/c1ccco1)NC(=O)c1ccccc1 (stereo not drawn)	5	8

Compound activity: PubChem, Sanford-Burnham Center for Chemical Genomics
